M. tuberculosis – growth inhibition of non-replicating M. tuberculosis (AID 488890) | Mycobacterium tuberculosis non-replicating, growth inhibition; higher % means a stronger effect | one-dose inhibition, % at 25 µM; IC50 in µM for titrated hits | hit rate 0.39% among 320,000; in the data active = a potency from the dose series; inconclusive = inhibition mostly from about 82% at the one dose, without a potency; inactive = the rest, 99 in 100 with inhibition below about 76%;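 note: plate controls were DMSO cells for no effect and high antibiotic wells for full effect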
influenza NS1A – NS1A inhibition, H1N1 influenza, cell based functional assay (AID 504329). NS1A functional cell-based assay, percent inhibition; higher % means a stronger effect. one-dose inhibition, % at 12.5 µM; IC50 in µM for titrated hits. hit rate 0.3% among 340,000; in the data active = a potency from the dose series; inconclusive = inhibition above about 27% without an active follow-up result; note: strong numbers were not always called active
H37Rv inhibition – M. tuberculosis growth inhibition, HTS (AID 449762). M. tuberculosis H37Rv growth inhibition, 7H9 media; higher % means a stronger effect. inhibition, % at 25 µM; hits with a dose series show IC50 in µM. hit rate 0.59% among 330,000; in the data active = a potency from the dose series; inconclusive = inhibition above about 70% without an active follow-up result;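 note: bacterial growth assessed after seven days of incubation; strong numbers were not always called active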
PhoP GFP inhibition – Inhibition of PhoP regulon, Salmonella typhi GFP reporter cells, confirmation, 4 h (AID 1850). Salmonella Typhi PhoP-promoter GFP reporter, fluorescence, 4 h; higher % means a stronger effect. inhibition, % at 50 µM; hits with a dose series show IC50 in µM. hit rate 0.33% among 310,000; in the data active = a potency from the dose series; inconclusive = inhibition mostly from about 25% at the one dose, without a potency; inactive = the rest, 99 in 100 with inhibition below about 19%;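 note: 0% = induced wells with vehicle and 100% = uninduced wells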
inhibitors of VEEV – inhibitors of VEEV TC-83 cytopathic effect, confirmation, Vero cells (AID 588727). Vero cells, VEEV TC-83 cytopathic effect inhibition; higher % means a stronger effect. inhibition, % at 20 µM, or IC50 in µM where a hit was titrated. hit rate 0.13% among 350,000; in the data active = a potency from the dose series; inconclusive = inhibition mostly from about 14% at the one dose, without a potency; inactive = the rest, 99 in 100 with inhibition below about 12%; note: strong numbers were not always called active
inhibitors of VEEV 10K pilot screen – recorded beside inhibitors of VEEV, whose call it bears; inhibition, %; measured here: 10K pilot screen inhibition
The depositor's hits bear a star; i = inactive; ? = inconclusive; . = no result given; & = joins results of further samples.

SMILES | M. tuberculosis | influenza NS1A | H37Rv inhibition | PhoP GFP inhibition | inhibitors of VEEV | others
COc1ccc(OC)c(/C=N\NC(=O)c2ccc(COc3ccc(C)cc3[N+](=O)[O-])o2)c1 | 8.9% | 2.5% | 8.7% | -3.4% | 2.9%
O=C(CN1CCN(CC(=O)Nc2cccc(F)c2)CC1)NCC1(N2CCOCC2)CCCCC1 | 7.7% | 5.0% | -14.2% | . | 0.2%
CC1(C)Oc2cc(N)c([N+](=O)[O-])cc2O1 | 9.1% | 0.4% | -2.1% | 2.2% | 0.2%
Nc1nc2ccc(C(=O)NC3CCCCC3)cc2s1 | 23.8% | -17.5% | 3.1% | -16.9% | 5.1%
COc1ccc(/C=C(\NC(=O)c2ccco2)C(=O)N2CCOCC2)cc1 | -8.2% | 10.3% | 1.2% | 4.4% | 0.1%
N#CC(CCc1ccccn1)c1ccccc1 (centres undefined) | . | -1.6% | . | . | 0.7%
Cc1cc(NC(=O)c2ccccc2Cl)c(C(C)C)cc1O | 6.0% | -0.5% | -3.2% | -1.2% | 2.6%
COc1cccc(C(=O)N(Cc2ccccc2)Cc2cc3cc4c(cc3[nH]c2=O)OCCO4)c1 | 4.0% | 1.9% | -4.8% | 1.4% | 1.1%
O=C(NC(=S)Nn1cnnc1)c1ccccc1 | -12.5% | -7.0% | -2.2% | 2.0% | 0.6%
Cc1nc2sc3c(c2c(=O)o1)CC(C)(C)OC3 | 52.5% | -2.1% | 6.8% | -1.8% | 1.0%
C=CCNC(=S)NNC(=O)c1ccc(C)c(Cl)c1 | 18.2% | -2.5% | -2.3% | 11.3% | 1.1%
COc1ccc(CNC(=O)COC(=O)c2c(C)nn(-c3ccccc3)c2C)cc1OC | . | -15.8% | . | . | 10.6%
O=C(c1ccc(=O)[nH]c1)N(Cc1cccs1)C1(C(=O)NC2CCCC2)CCCCC1 | 13.0% | -5.9% | -3.2% | 6.5% | i
COc1cc(Cl)c(C)cc1NC(=O)CN1CCN(C(=O)C2CC2)CC1 | 0.6% | -25.7% | 4.9% | . | i
CCCOc1ccc(Cl)cc1/C=C1/C(=O)ON=C1C | -6.8% | -15.4% | 13.2% | 7.3% | 1.6%
Cc1ccc(S(=O)(=O)CCC(=O)Nc2nc3c(s2)CCCC3)cc1 | 12.6% | 6.8% | 1.1% | 2.8% | 10.4%
CCN(CC)CC(C)(C)COC(=O)c1oc2ccccc2c1C | 6.4% | -8.3% | 2.6% | 4.0% | 0.6%
COc1ccc(NC(=O)c2cc(S(=O)(=O)N3CCCC3)cn2C)cc1Cl | -3.8% | 2.9% | -7.8% | 7.0% | i
Cc1nn(Cc2ccc(Cl)cc2)c(C)c1NC(=O)CCCn1nc(C)c([N+](=O)[O-])c1C | 14.8% | 10.9% | 1.8% | 13.4% | 3.5%
COc1ccc(NC(=O)CN2CCN(c3ccccc3C)CC2)cc1 | 30.6% | 0.1% | 6.2% | -5.0% | 2.5%
COc1ccc(CCNC(=O)COC(=O)c2ccc(OC)cc2OC)cc1 | . | -6.1% | . | . | 12.6%
Cc1c(Nc2ncnc3c2cnn3-c2ccccc2)c(=O)n(-c2ccccc2)n1C | 0.1% | -1.3% | -7.0% | 15.0% | 0.6%
O=C(Oc1ccc(C(=S)N2CCOCC2)cc1)c1cccc(Cl)c1 | ? | -10.9% | 11.1% | 3.6% | 0.1%
CC(=O)N1c2ccc(S(=O)(=O)NCC3CCC(C(=O)NC4CCCCC4)CC3)cc2CC1C (centres undefined) | 7.2% | 0.9% | 3.9% | 3.7% | i
COCc1cc(Sc2ccc(Cl)cc2)nc(-c2ccccc2)n1 | 12.2% | -2.8% | 10.6% | -9.4% | 3.3%

Continuation:
SMILES | M. tuberculosis | influenza NS1A | H37Rv inhibition | PhoP GFP inhibition | inhibitors of VEEV | others
O=C1NC(NS(=O)(=O)c2ccc(Cl)cc2)(C(F)(F)F)C(=O)N1CCc1ccccc1 (centres undefined) | 6.3% | . | 3.0% | -0.3% | .
Cc1ccccc1-n1ncc2c1CC(C)(C)CC2NC(=O)CCC1=NNC(=O)CC1 (centres undefined) | -1.4% | 2.3% | -3.8% | 1.8% | i
Fc1cc(F)c(F)c(SCn2cc(Br)cn2)c1F | . | -4.1% | . | . | 1.5%
CN(CC(=O)NCc1ccccn1)S(=O)(=O)c1ccc(F)cc1 | -4.3% | 2.8% | -10.5% | 14.9% | 0.3%
COc1ccc(CC(=O)N/N=C(\C)c2cccnc2)cc1OC | -14.7% | 21.2% | -5.9% | -3.5% | 1.4%
COP1(=O)C[C@@H](O)[C@@H](O)[C@@H](COCc2ccccc2)O1 (some centres undefined) | 1.3% | 1.3% | -4.0% | -1.6% | 0.6%
O=C(N[C@@H](c1ccccc1)[C@@H]1C[C@H]1C(=O)O)OCc1ccccc1 | -28.9% | -7.7% | 4.9% | 12.9% | 0.9%
Cc1cc(C)c(C)c(S(=O)(=O)N2CCN(C(=O)c3cc(=O)[nH]c4ccccc34)CC2)c1C | 32.4% | 5.6% | 63.6% | 12.5% | i | inhibitors of VEEV 10K pilot screen=7.0
COCCCN(C(=O)Cc1ccc(S(=O)(=O)N2CCOCC2)s1)c1c(N)n(Cc2ccccc2)c(=O)[nH]c1=O | . | -18.4% | . | . | 4.2%
COc1cccc2sc3cc(NCC[C@@H]4CCCN4C)ccc3c(=O)c12 | 59.0% | 2.3% | 12.4% | . | 0.1%
COc1ccc(OCCN(C)Cc2c(O)ccc3ccccc23)cc1 | ? | 9.8% | 3.1% | 3.6% | 0.6%
O=C(O)c1ccccc1SCc1ccc2c(c1)OCO2 | -9.7% | -4.0% | -0.3% | -10.0% | 1.0%
O=C(NCc1ccccc1)c1cnc(-c2ccccn2)nc1C(F)(F)F | 45.8% | -0.8% | -0.3% | 4.8% | 1.7%
COc1ccc(OC)c(CCNC(=O)CCn2nc(C)c3c(C)n(-c4ccccc4)nc3c2=O)c1 | -3.4% | 0.3% | 3.9% | 6.2% | 0.4%
CN1/C(=C\P(=O)(N(C)C)N(C)C)C(C)(C)c2ccccc21 | 23.9% | -1.1% | 0.1% | 7.4% | i
O=C(N/C(=C/c1ccc(F)cc1)C(=O)N1CCOCC1)c1ccccc1 | . | -0.7% | . | . | i
CCC(=O)Nc1nc2c(s1)COc1ccccc1-2 | -5.8% | 28.9% | 5.5% | -3.5% | 2.1%
COc1ccc(NC(=O)CN(C)S(=O)(=O)c2ccc3c(c2)CCCN3C(C)=O)cc1 | . | 0.5% | -2.6% | 1.2% | 0.5%
NC(=O)C1(Nc2ccc(-c3ccccc3)cc2)CCCC1 | . | -3.8% | . | . | 0.6%
Cc1cc(C)n(CC(O)Cn2c3ccc(Cl)cc3c3cc(Cl)ccc32)c(=O)n1 (centres undefined) | 23.9% | -2.9% | -0.3% | -4.1% | 3.4%
CC(C)C(=O)O/N=C(\N)c1ccccn1 | -1.1% | -9.6% | -4.3% | 2.4% | i
CN(C)Cc1c(O)ccc2occ(C(O)c3ccccc3)c12 (centres undefined) | 9.1% | 4.6% | 4.0% | 1.4% | 0.3%
CCOc1ccc(OCc2cccc(C(=O)O)c2)cc1 | 22.0% | -1.8% | -4.8% | 9.8% | i
Cc1cc(C(=O)NC2CCCN(Cc3ccccc3F)C2)no1 (centres undefined) | 29.1% | 1.7% | 3.1% | 4.8% | 0.7%
COC(=O)C1=C(C)Nc2ncnn2C1c1ccc(OC(=O)c2ccccc2)cc1 (centres undefined) | -11.8% | -2.1% | 0.8% | -12.5% | 4.0%

The listing continues:
SMILES | M. tuberculosis | influenza NS1A | H37Rv inhibition | PhoP GFP inhibition | inhibitors of VEEV | others
C=CCc1ccccc1OCC(=O)N/N=C/c1ccc(OC(C)=O)cc1OC(C)=O | 32.6% | -9.5% | -7.6% | -9.5% | 13.2%
NC(=S)N/N=C1/CCSc2ccc3ccccc3c21 | 50.5% | 11.5% | 41.8% | -14.7% | 5.4%
O=C(Nc1ccc2nn(-c3ccccc3)nc2c1)c1ccco1 | 7.4% | 10.7% | -11.3% | 10.2% | 1.9%
C=CCC(NCCCO)c1cccc(OC)c1OC (centres undefined) | 10.4% | -6.7% | -11.0% | 5.8% | 0.4%
C/C(Cl)=C/Cc1c(C)[nH]c2c(ccc3ccccc32)c1=O | 24.7% | -2.4% | 8.8% | -6.9% | 1.5%
Cc1nc2ncnn2c(C)c1CCC(=O)N1CCOCC1 | -2.0% | -2.5% | -6.3% | -0.7% | 1.9%
Nc1nnc(CSCc2ccccc2)s1 | -10.8% | 0.1% | -5.2% | 5.0% | 1.6%
NS(=O)(=O)c1cc2c(cc1Cl)NC(C(Cl)Cl)NS2(=O)=O (centres undefined) | -8.7% | -12.3% | -9.1% | 6.4%&9.2% | i
Cc1sc2nc(COC(=O)c3c(F)cccc3F)[nH]c(=O)c2c1C | 31.6% | -7.9% | -1.2% | 3.0% | 1.4%
O=C1c2cccc3cccc(c23)C(=O)N1OS(=O)(=O)c1ccc(Cl)cc1 | -25.3% | -1.6% | 3.2% | -5.5% | 0.2%
COc1cc2cc(C(=O)N3CCC(Cc4ccccc4)CC3)[nH]c2cc1OC | 1.4% | 1.6% | 3.4% | -7.4% | 0.6%
S=C(Nc1ccccc1)N1CCCN1c1ccccc1 | -6.6% | -1.6% | -4.5% | 3.3% | 0.3%
Nc1nc2cc(Br)ccc2o1 | . | -24.5% | . | . | 1.2%
C/C(=N/NC(=O)c1ccccn1)c1ccncc1 | 50.6% | 19.9% | 39.2% | 2.9% | i
CC(OC(=O)c1ccc(CN2CCCC2=O)cc1)C(=O)Nc1ccc(Cl)cc1 (centres undefined) | -7.4% | 0.6% | -2.4% | . | 0.5%
O=C(N/N=C/c1cccs1)c1cccc(NC(=O)c2ccccc2Cl)c1 | -7.7% | -2.1% | 9.0% | 18.4% | 2.5%
Cc1ccc(-n2nc3cc(Cl)c(NC(=O)c4ccco4)cc3n2)cc1 | 7.1% | -8.1% | 0.3% | -9.2% | 13.0%
COc1cc(/C=N/NC(=O)CNC(=O)c2ccco2)ccc1O | 14.5% | -1.4% | -3.2% | 4.4% | 0.8%
O=C(CSc1nnc(-c2cccnc2)s1)Nc1ccnc2ccccc12 | 45.5% | -9.7% | -6.9% | -14.4% | 9.3%
Cc1nc(NCCN2CCOCC2)c2oc3ccccc3c2n1 | -3.4% | -13.4% | -10.4% | 1.1% | 3.2%
O=C(Nc1ccc(Cl)cc1)Nc1nnc(CSCc2ccc(Cl)cc2)s1 | 7.9% | 2.5% | -0.9% | 4.9% | 1.9%
CCCc1cc(C(=O)Nc2ccc(F)c(Cl)c2)no1 | ? | -14.3% | 5.6% | 15.0% | 0.3%
CCOC(=O)c1c(NC(=O)COC(=O)c2ncc(Cl)c(Cl)c2Cl)sc(C(=O)N(C)C)c1C | 22.7% | -12.4% | 23.3% | -3.6% | 1.8%
O=C(C1CCCN(c2ncnc3c2nc2n3CCCCC2)C1)N1CCN(c2ccccc2)CC1 (centres undefined) | 26.0% | -6.3% | 7.0% | 1.9% | 10.6%
COc1ccc(N2CC(C(=O)NCCC3=CCCCC3)CC2=O)c(OC)c1 (centres undefined) | -8.7% | -7.5% | -6.8% | 4.8% | 2.3%

(listing goes on)
SMILES | M. tuberculosis | influenza NS1A | H37Rv inhibition | PhoP GFP inhibition | inhibitors of VEEV | others
Nc1ccc(Oc2ccc(Br)cc2)cc1 | . | 3.9% | ? | -6.9% | 0.4%
COc1ccc(CCNc2ccc([N+](=O)[O-])cn2)cc1 | 71.3% | 4.4% | 12.9% | -3.7% | 0.4%
c1ccc(Sc2ncccn2)nc1 | -14.0% | 6.7% | -20.6% | 6.0% | 1.4%
CCN1CCCC1CNC(=O)c1cn(CC)c2ccc(S(=O)(=O)N3CCCCCC3)cc2c1=O (centres undefined) | 5.8% | . | -7.2% | -0.2% | .
CCNC(=S)NNc1nc(N2CCOCC2)nc(N2CCOCC2)n1 | -0.4% | -10.9% | -4.5% | 10.7% | 0.6%
Cc1ccc(C(=O)Nc2ccc(SC(F)F)cc2)s1 | ? | 2.2% | 2.3% | 1.3% | 0.9%
O=C(NCCS(=O)(=O)N1CCN(c2ccc(F)cc2)CC1)C1CC(=O)N(c2ccccc2)C1 (centres undefined) | -14.8% | 0.1% | -5.1% | -9.8% | 2.9%

Four entries drawn at random from those above:
SMILES | M. tuberculosis | influenza NS1A | H37Rv inhibition | PhoP GFP inhibition | inhibitors of VEEV | others
CCN1CCCC1CNC(=O)c1cn(CC)c2ccc(S(=O)(=O)N3CCCCCC3)cc2c1=O (centres undefined) | 5.8% | . | -7.2% | -0.2% | .
c1ccc(Sc2ncccn2)nc1 | -14.0% | 6.7% | -20.6% | 6.0% | 1.4%
COc1ccc(CCNc2ccc([N+](=O)[O-])cn2)cc1 | 71.3% | 4.4% | 12.9% | -3.7% | 0.4%
Cc1ccc(C(=O)Nc2ccc(SC(F)F)cc2)s1 | ? | 2.2% | 2.3% | 1.3% | 0.9%

Assay outcomes as filed in PubChem.
